PAX8 inh HTS: inhibitors of PAX8-driven TPO luciferase reporter, primary screen, RMG-I cells, single concentration | inhibition, % at 12.6 µM | SteadyGlo, 24 h | AID 652154, 2013 | 1.2% of 360,000 active;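 active = mean replicate inhibition at least 60% with every replicate also reaching 60%; inconclusive = only one of the two criteria is met; inactive = mean below 60% and not all replicates reaching 60%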;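 note: luciferase light reporting Pax8 driven TPO promoter activity; plate controls were median of neutral control wells for no effect and mitoxantrone controls for full effect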
C2C12 statin: suppressors of statin myotoxicity in C2C12 myotubes, primary screen, cell-based, single point, plate reader | C2C12 myotubes + simvastatin, ATP luminescence, 48 h; scaled: DMSO 0, geranylgeraniol control 100 | rescue of ATP level, % at 7.49 µM | 0.78% of 330,000 active;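 active = mean ATP rescue above about 67%, or every replicate alone reaching that limit, limit read from the data, passing the limit was not always enough; inconclusive = no clear call, values can overlap the other calls; inactive = mean under the limit and some replicate under it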;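 note: myotubes were challenged with 10 µM simvastatin during compound exposure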
ARNT-TACC3 inh: disruptors of ARNT/TACC3 protein interaction, primary screen, biochemical, AlphaScreen, single concentration; Transforming acidic coiled-coil-containing protein 3 (Homo sapiens), Q9Y6A5; AlphaScreen His-ARNT PAS-B/GST-TACC3 binding, luminescence; TACC3 fragment carries E629A point mutation; inhibition, % at 9.99 µM; 0.66% of 390,000 active; AID 623870, 2012;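 active = mean inhibition of replicates at least 50% and at least half of replicates each reaching 50%; inconclusive = half or more replicates reach 50% but mean below 50%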;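 note: 0% = complete ARNT plus TACC3 wells and 100% = ARNT alone without TACC3; many hits fall short of the cut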
GSIS activator: GLuc luminescence reporter in INS-1E cells, primary screen for activators of glucose-dependent secretion of insulin. INS-1E GLuc reporter insulin secretion, 2-3 h. activation, % at 16.6 µM. 0.61% of 370,000 active. AID 743287, 2014;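 active = lowest replicate activation of at least 40%, so every replicate reaches that level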;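 note: 0% = median of neutral control wells and 100% = median of IBMX positive control wells; some compounds called inactive have numbers as strong as hits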
PGC1a acetyl inh: inhibitors of PGC1a acetylation signal, primary screen, cell-based, U2OS, AlphaScreen, inhibitor mode. AlphaScreen anti-acetyl-lysine; with virally co-expressed GCN5 acetyltransferase. inhibition, % at 15.6 µM. 0.17% of 350,000 active. AID 651687, 2012;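 active = every replicate shows inhibition of at least 40%; inconclusive = mean inhibition at least 40% but some replicate below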;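 note: 0% = neutral control wells and 100% = positive control wells; some results beyond the cut were filed as inactive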
Cneo AK release: Cryptococcus neoformans cell lysis inducers, primary screen, AK release luminescence, single concentration; AID 651654, 2012; lysis activity, % at 15 µM; C. neoformans lysis, adenylate kinase release luminescence, 4 h; normalised: neutral wells 0, clomiphene wells 100; 0.2% of 360,000 active;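 active = mean lysis activity across replicates of at least 80%, whatever share of replicates individually reach that level; inactive = mean lysis activity below 80%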
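Schedule: static 4 h at 37 °C with compound, 1 h detection; system: C. neoformans cells; benchmarks: Clomiphene as positive control; buffer or medium: fresh YPD medium; measure: luminescence rise reflecting yeast cell lysis; measured by: luminescent adenylate kinase detection reagent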
PglD DTNB: C. jejuni PglD acetyltransferase inhibitors, primary screen, biochemical, DTNB colorimetric, single point. AID 602405, 2012. 0.098% of 360,000 active. purified PglD enzyme, DTNB colorimetric CoA detection. inhibition, % at 12.5 µM. UDP-N-acetylbacillosamine N-acetyltransferase PglD (Campylobacter jejuni); in the data active = inhibition above about 16%, passing the limit was not always enough; inconclusive = no clear call, values can overlap the other calls; note: strong numbers were not always called active
LGR2 antag: inhibitors of bursicon-induced LGR2 CRE-luciferase signal, primary screen, cell-based, HEK293, CRE-luciferase reporter, bursicon stimulation; Drosophila bursicon receptor LGR2 (rickets); bursicon-stimulated, 4 h; inhibition, % at 9.99 µM; 0.35% of 380,000 active; AID 720647, 2013;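 active = drop in luminescence signal, shown as inhibition above about 50% in the replicate tests, limit read from the data, passing the limit was not always enough; inconclusive = probably only some replicates passing the limit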;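 note: agonist challenge used bursicon conditioned medium at about half maximal strength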
* marks the source's active call; other numbers are inactive results; ? = inconclusive; . = not tested or not shown.

SMILES	PAX8 inh HTS	C2C12 statin	ARNT-TACC3 inh	GSIS activator	PGC1a acetyl inh	Cneo AK release	PglD DTNB	LGR2 antag
COc1ccc(-c2nc(C#N)c(N3CCCCC3)o2)cc1	-29	-6	54*	8	1	-2	-3	-2
C[C@@H]1CCCCO[C@@H](CN(C)C)[C@@H](C)CN([C@H](C)CO)C(=O)c2cc(NC(=O)Nc3ccccc3)ccc2O1	21	-13	2	11	22	-2	-1	5
O=C(COc1ccccc1Br)NCc1ccccn1	.	4	-42	-7	14	-1	6	-23
CC(C)c1ccc(-n2cccc2/C=C2/C(=N)N3C=CSC3=NC2=O)cc1	28	.	1	10	.	-4	-19	53*
COc1ccccc1S(=O)(=O)N1CC[C@@H]2[C@H]1c1cc(-c3ccccc3)ccc1N[C@@H]2CO	29	7	0	9	-2	6	2	-13
OC[C@@H]1[C@H](c2ccc(C#Cc3ccccc3)cc2)[C@H]2CN(Cc3cncnc3)CCCCN12	-23	.	24	1	1	0	-1	-19
O=c1c2ccccc2cnn1Cc1n[nH]c(=S)n1-c1ccccc1F	-19	1	-5	-1	-2	-1	13	6
O=C(NCCC1=CCCCC1)c1ccc(Cl)c(S(=O)(=O)Nc2ccccc2)c1	.	0	-25	-9	-9	8	-2	.
CC(C)[C@H](N)c1cn([C@@H](CC(N)=O)C(=O)N2CCNCC2)nn1	-20	-2	0	5	-3	5	-1	-13
CC(C)C[C@H](NC(=O)OC(C)(C)C)C(=O)N[C@@H](CO)[C@H](O)[C@@H]1C[C@@H]1C(=O)N(C)C	.	11	9	.	1	4	-3	.
Cc1ccc(S(=O)(=O)Nc2ccc3c(c2)C(=O)N([C@H](C)CO)C[C@H](C)[C@H](CN(C)Cc2ccc(Cl)c(Cl)c2)O3)cc1	.	31	11	-6	-16	-1	1	5
Cc1c(Cl)cccc1N1C(=O)C2ON(c3ccccc3)C(c3cccnc3)C2C1=O (stereo unspecified)	22	-3	-2	.	3	1	4	.
O=C(CN1CCCC1)Nc1sc2c(c1C(=O)Nc1ccc(Br)cc1)CCC2	6	-8	.	-4	.	-1	1	3
CC1CCCCC1NC(=O)C1CCN(C(=O)c2sccc2-n2cccc2)CC1 (stereo unspecified)	10	16	-4	-8	-2	3	2	2
Cc1ccc(CNc2nc(N)c([N+](=O)[O-])c(Nc3ccc(F)cc3)n2)cc1	-15	123*	-4	.	1	0	2	.
COc1ccc(C(CC(=O)O)N2C(=O)CCC2=O)cc1 (stereo unspecified)	-13	8	-6	27	5	-1	1	0
Cc1ccc(-c2noc(CCC(=O)NCCN3CCOCC3)n2)cc1	.	.	-11	1	8	-1	0	32
CCn1nc(C(=O)OCC(=O)c2cc(C)n(Cc3cccs3)c2C)c2ccccc2c1=O	-8	1	-1	6	9	3	3	.
Cc1nn2c3c(cnc2c1-c1ccccc1)C(=O)CC(c1ccco1)C3 (stereo unspecified)	-10	5	-7	.	-13	-1	-1	.
C[C@H](CO)N1C[C@H](C)[C@@H](CN(C)Cc2ccc3c(c2)OCO3)Oc2ccc(NC(=O)C3CC3)cc2CC1=O	3	8	0	-2	3	2	1	0
CC1CC(C)CN(CCOc2cccc(Cl)c2Cl)C1 (stereo unspecified)	-7	.	26	-6	.	.	.	-14
Cc1onc(-c2ccccc2Cl)c1C(=O)Nc1ccc(F)c(F)c1	-10	2	-15	.	15	-1	-5	.
CN(c1ccccc1)S(=O)(=O)c1ccc(C(=O)NNC(=O)c2ccccc2)cc1	-9	-18	-2	1	-3	-1	-3	-3
COc1cc(/C=C/c2cc(C(F)(F)F)[nH]c(=O)n2)cc(OC)c1OC	50	6	-7	-23	14	.	.	-1
C[C@@H]1CN([C@@H](C)CO)C(=O)c2cc(NC(=O)Nc3ccc(F)cc3)ccc2O[C@@H](C)CCCCO[C@@H]1CN(C)C(=O)Nc1ccc2c(c1)OCO2	1	.	.	21	-10	.	.	5
COc1cccc(/C=N/NC(=O)CSCC(=O)Nc2ccccc2)c1O	.	48	3	-3	10	-1	-2	11
Cc1ccccc1OC1CCN(C(=O)C2CCC(=O)N(C3CCCC3)C2)CC1 (stereo unspecified)	9	-2	-1	-10	-1	-2	-1	-5
CN(Cc1cccnc1)C(=O)CNC(=O)COc1ccccc1	14	1	2	11	0	0	0	-13
CC(NC(=O)COC(=O)C1=NN(c2ccccc2)C(=O)CC1)c1ccccc1 (stereo unspecified)	10	-7	-3	-2	.	1	0	9
O=C(Cc1cccc(NC(=O)C2CCCN(C(=O)CCc3ccccc3)C2)c1)Nc1cccc(C(=O)N2CCCC2)c1 (stereo unspecified)	19	6	32	9	-3	0	4	-5
C[C@H]1CN([C@@H](C)CO)C(=O)c2cc(NS(=O)(=O)c3cccs3)ccc2O[C@@H]1CN(C)C(=O)Nc1ccccc1	0	-9	4	-6	-4	-4	-12	-25
CC(C)Oc1ccccc1/C=N/Nc1ccccc1[N+](=O)[O-]	-114	.	3	1	.	.	.	-8
CCCn1c(N)c(C(=O)CSc2nnc(-c3cccnc3)n2-c2ccc(C)cc2C)c(=O)[nH]c1=O	2	.	26	26	.	.	.	13
Cc1noc(C)c1NC(=O)N(C)C[C@@H]1Oc2ccc(NS(C)(=O)=O)cc2CC(=O)N([C@H](C)CO)C[C@H]1C	0	-1	-8	2	-10	0	4	13
CCN(CC)CCC#CC1(O)c2ccccc2-c2ccccc21	40	4	2	2	0	1	-3	14
CCc1ccccc1NC(=O)/C(=C/c1ccco1)c1ccccc1	.	-3	11	.	-52	-1	-7	.
Cc1noc(C)c1COC(=O)CNC(=O)c1cccc(F)c1	2	.	-2	21	4	.	.	13
O=c1ccc2c([nH]1)CCCCCCCCCC2	14	8	-24	7	-17	-1	-5	6
Cc1ccccc1S(=O)(=O)N1CCCCN2[C@H](CO)[C@H](c3ccc(-c4cccnc4)cc3)[C@H]2C1	23	-6	10	-30	3	1	0	-26
O=C(O)[C@@H]1CCCN1C(=O)c1ccccc1N1C(=O)[C@@H]2Cc3c([nH]c4ccccc34)C(c3cccc(Cl)c3)N2C1=O (stereo partly specified)	.	18	5	-5	2	-1	0	-7
Cc1ccc(S(=O)(=O)N2CCCCC2)cc1NC(=O)COC(=O)c1ccccc1F	-12	.	-7	1	11	.	.	13
CC(=O)N1CCC(N(C(=O)Nc2ccc(F)cc2)C2CCCC2)CC1	18	-4	-4	.	2	-1	0	-17
N#Cc1c(-c2ccncc2)c2c([nH]c1=S)CCCC2	.	-9	8	.	3	0	4	.
O=C(CCc1nnc2ccc(NCc3ccccc3Cl)nn12)NCC1CCN(C2CCCC2)C1 (stereo unspecified)	-1	0	4	6	-4	-1	3	3
CCCNC(=O)N1[C@H](CNC(C)=O)[C@@H](c2ccc(-c3ccccc3)cc2)[C@@H]1CO	-15	12	1	-15	1	10	-3	-18
O=C(Nc1ccc(Cl)cc1)Nc1nc(-c2ccccc2O)cs1	17	-35	-5	-21	-6	-1	-3	1
O=C(NCCC1=CCCCC1)C1CCN(S(=O)(=O)c2cccc(C(F)(F)F)c2)CC1	14	-1	-35	.	1	-1	0	-9
O=C1Nc2ccc(Br)cc2C12OCCO2	15	.	1	-1	16	.	.	18
COc1ccc(-c2ccc([C@@H]3[C@@H](CO)N4C(=O)CN(C(=O)c5ccc6c(c5)OCO6)C[C@H]34)cc2)cc1	-21	.	.	-19	4	.	.	-8
CC(=O)c1ccc(C)cc1OC(=O)c1cccc(F)c1	22	6	-3	-11	-4	0	2	-1
COc1ccc(S(=O)(=O)N(C)C[C@H]2Oc3cc(C4=CCCC4)ccc3S(=O)(=O)N([C@H](C)CO)C[C@H]2C)cc1	.	-32	-7	-13	-6	-2	2	6
O=[N+]([O-])c1ccccc1-c1ccc(C(=S)N2CCN(c3ccccc3)CC2)o1	10	7	.	7	?	4	9	2
CC(C)[C@H](NC(=O)c1ccccc1)C(=O)OCC(=O)NCC1CCCO1 (stereo partly specified)	-6	17	-3	8	-6	1	7	-17
CC(C)NC(=O)Nc1cccc2c1O[C@@H](CN(C)Cc1ccncc1)[C@@H](C)CN([C@H](C)CO)C2=O	-1	0	0	8	4	-3	2	9
CN1C(=O)c2cc(NC(=O)c3cnccn3)ccc2OC[C@@H]2O[C@H](CC(=O)NC3CCC3)CC[C@@H]21	19	10	-10	2	3	47	1	-3
O=C(CN(c1ccccc1)S(=O)(=O)c1ccc(Cl)cc1)Nc1ccccc1C(=O)N1CCCC1	.	.	7	-45	35	.	.	-16
Cc1noc(C)c1S(=O)(=O)N(C)C[C@@H]1Oc2ccc(NC(=O)Nc3ccc(C(F)(F)F)cc3)cc2CC(=O)N([C@H](C)CO)C[C@@H]1C	30	50	1	2	-3	47	-1	1
CO[C@@H]1CN(C)C(=O)c2cc(NC(=O)C3CC3)ccc2OC[C@H](C)N(C(=O)c2ccccc2F)C[C@@H]1C	8	-2	-2	0	-3	-2	-1	4
CC1CC(C)(C)CC2(C1)NC(=O)N(CC(=O)Nc1ccc3[nH]c(=O)[nH]c3c1)C2=O (stereo unspecified)	13	-4	3	13	13	0	-3	-21
CCC/C(O)=C1\C(=O)CC(c2ccccc2)CC1=NCCc1c(C)[nH]c2ccc(C)cc12 (stereo unspecified)	-10	2	-2	-1	-6	1	-3	13

4 entries from above, arranged by SMILES length, descending.
SMILES	PAX8 inh HTS	C2C12 statin	ARNT-TACC3 inh	GSIS activator	PGC1a acetyl inh	Cneo AK release	PglD DTNB	LGR2 antag
COc1ccc(-c2ccc([C@@H]3[C@@H](CO)N4C(=O)CN(C(=O)c5ccc6c(c5)OCO6)C[C@H]34)cc2)cc1	-21	.	.	-19	4	.	.	-8
CO[C@@H]1CN(C)C(=O)c2cc(NC(=O)C3CC3)ccc2OC[C@H](C)N(C(=O)c2ccccc2F)C[C@@H]1C	8	-2	-2	0	-3	-2	-1	4
CN1C(=O)c2cc(NC(=O)c3cnccn3)ccc2OC[C@@H]2O[C@H](CC(=O)NC3CCC3)CC[C@@H]21	19	10	-10	2	3	47	1	-3
CCC/C(O)=C1\C(=O)CC(c2ccccc2)CC1=NCCc1c(C)[nH]c2ccc(C)cc12 (stereo unspecified)	-10	2	-2	-1	-6	1	-3	13

Following part.
SMILES	PAX8 inh HTS	C2C12 statin	ARNT-TACC3 inh	GSIS activator	PGC1a acetyl inh	Cneo AK release	PglD DTNB	LGR2 antag
CCCCn1c(N)c(N(CCOC)C(=O)COC(=O)c2ccccc2OCC)c(=O)[nH]c1=O	-6	.	-4	-1	-4	2	-2	4
CN(c1ccc(C(=O)Nc2cccnc2)cc1)S(=O)(=O)c1ccc(Cl)cc1	5	5	-2	-11	-1	-1	8	9
C=CCNC(=S)NNc1nc(Nc2ccccc2)nc(N2CCCCC2)n1	-2	.	3	-11	8	.	.	30
CCc1noc(C)c1C(=O)Nc1nc2ccc(F)cc2s1	-149	8	-1	-21	11	-1	1	4
CCCC(c1nnnn1Cc1cccs1)N1CCN(C)CC1 (stereo unspecified)	-12	.	7	31	2	.	.	17
CCCn1c(Sc2nc3c(c(=O)[nH]c(=O)n3C)n2CCC)nc2c1c(=O)[nH]c(=O)n2C	-3	4	-2	.	11	0	1	.

Compound activity deposited in PubChem by Broad Institute.
